NSD2 inh: blocks human histone methyltransferase NSD2; O96028; AID 743445; inhibition, % at 12.5 µM; NSD2 peptide methylation, AlphaScreen, 120 min; 310,000 tested, 0.54% active; in the data active = inhibition above about 50%
Target sequence (O96028 whole entry, looked up): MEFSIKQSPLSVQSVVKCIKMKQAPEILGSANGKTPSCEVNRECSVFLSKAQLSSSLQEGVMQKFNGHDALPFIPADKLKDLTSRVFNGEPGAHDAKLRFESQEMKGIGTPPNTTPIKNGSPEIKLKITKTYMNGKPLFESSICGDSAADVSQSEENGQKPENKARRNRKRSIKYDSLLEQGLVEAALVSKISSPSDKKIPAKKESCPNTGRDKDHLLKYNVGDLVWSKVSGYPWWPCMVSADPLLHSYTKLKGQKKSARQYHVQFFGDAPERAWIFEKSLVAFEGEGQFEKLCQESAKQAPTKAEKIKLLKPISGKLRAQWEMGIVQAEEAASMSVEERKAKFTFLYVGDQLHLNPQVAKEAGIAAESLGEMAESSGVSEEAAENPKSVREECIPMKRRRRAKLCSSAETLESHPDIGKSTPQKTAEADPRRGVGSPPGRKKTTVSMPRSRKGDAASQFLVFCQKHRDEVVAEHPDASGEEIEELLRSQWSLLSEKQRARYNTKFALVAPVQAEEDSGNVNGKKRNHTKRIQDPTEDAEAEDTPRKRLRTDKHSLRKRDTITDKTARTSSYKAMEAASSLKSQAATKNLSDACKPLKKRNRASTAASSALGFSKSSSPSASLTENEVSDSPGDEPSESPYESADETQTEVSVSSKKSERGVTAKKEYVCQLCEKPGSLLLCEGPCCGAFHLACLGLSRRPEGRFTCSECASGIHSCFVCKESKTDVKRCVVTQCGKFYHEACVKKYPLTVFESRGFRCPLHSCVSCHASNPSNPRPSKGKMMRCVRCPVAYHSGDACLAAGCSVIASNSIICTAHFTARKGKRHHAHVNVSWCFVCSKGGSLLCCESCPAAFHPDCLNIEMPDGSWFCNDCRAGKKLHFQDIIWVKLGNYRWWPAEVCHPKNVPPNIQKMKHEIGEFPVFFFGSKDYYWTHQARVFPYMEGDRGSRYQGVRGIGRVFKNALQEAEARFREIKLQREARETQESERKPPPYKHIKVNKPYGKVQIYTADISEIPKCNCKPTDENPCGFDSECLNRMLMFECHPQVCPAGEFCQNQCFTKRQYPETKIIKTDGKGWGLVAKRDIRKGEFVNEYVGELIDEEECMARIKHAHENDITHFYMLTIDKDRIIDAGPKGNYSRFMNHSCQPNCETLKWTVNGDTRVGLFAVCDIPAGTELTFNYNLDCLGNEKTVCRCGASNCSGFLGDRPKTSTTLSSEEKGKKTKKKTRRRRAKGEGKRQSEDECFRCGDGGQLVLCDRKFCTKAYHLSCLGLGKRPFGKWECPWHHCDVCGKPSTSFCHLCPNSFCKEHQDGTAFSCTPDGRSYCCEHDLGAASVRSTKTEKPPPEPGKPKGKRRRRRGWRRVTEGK
DAGLB inhibitor: diacylglycerol lipase beta (human) inhibition; inhibition, % at 5.17 µM; AID 504411; Q8NCG7; HEK293T DAGLB membrane lysate, EnzChek fluorogenic substrate; 340,000 tested, 0.059% active; in the data active = inhibition above about 34%;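 note: 0% = enzyme with vehicle and 100% = wells lacking enzyme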
PKA-R2B act: activators of human PKA-R2B complex. 340,000 tested, 0.079% active. activation, % at 11.4 µM. PKA-R2B holoenzyme dissociation, Cy5-IP20 fluorescence polarization; R2B truncated from residue 108, S112A mutant; 0% DMSO only, 100% 113 µM cGMP. P22694+P31323;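 active = activation above a cutoff set at the mean over all compounds plus 3 SD, cut at about 18% in these data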;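 note: higher means more holoenzyme dissociation and a rise in polarization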
* marks the source's active call; other numbers are inactive results. Not all compounds are listed; count on the stated rates, not on these rows.

SMILES	NSD2 inh	DAGLB inhibitor	PKA-R2B act
CC(OC(=O)c1ccc(NC(=O)CC#N)cc1)C(=O)Nc1ccc(S(=O)(=O)N2CCCC2)cc1 (stereo not drawn)	1.1	-2.1	13.3
COc1cc(-c2cc(C(=O)O)c3cc4ccccc4cc3n2)cc(OC)c1OC	-2.0	2.8	-3.9
COc1ccc(CCNC(=O)c2ccc(F)c(S(=O)(=O)N3CCCCC3)c2)cc1	6.1	-2.5	9.8
Nc1nnc2cc(Br)ccc2n1	-0.5	-0.6	4.9
COc1cccc(NC(=O)C(=O)NCC2CCCN2S(=O)(=O)c2cccs2)c1 (stereo not drawn)	3.1	-1.5	1.9
COc1cc(/C=C/C(=O)OCC(=O)c2ccc[nH]2)ccc1O	1.5	0.3	8.0
O=C(O)C1C=CCC(C(=O)O)C1 (stereo not drawn)	0.8	0.0	-12.1
COc1ccc(NC(=O)c2cc3ccccc3oc2=O)cc1	0.0	-4.3	-4.5
CCc1ccccc1NC(=O)CSc1nc2cc(C(=O)NCC3CCCO3)ccc2c(=O)n1CC1CCCO1 (stereo not drawn)	1.7	-1.6	-6.0
CCn1cc(/C=C(\NC(=O)c2ccccc2)C(=O)NCCN2CCOCC2)c2ccccc21	-0.5	-0.3	-2.9
CCCCn1nc(C(=O)N(C)Cc2nc3ccccc3c(=O)[nH]2)c2ccccc2c1=O	0.6	-0.7	-5.0
CC(=O)Nc1ccc2nc(NC(=O)CS(=O)(=O)c3ccc(F)cc3)sc2c1	-0.8	-5.6	-8.5
O=C(O)C1CC(Br)C(Br)CC1C(=O)O (stereo not drawn)	-0.9	-3.5	6.0
CCOC(=O)c1c[nH]n2c(=S)ncnc12	-0.6	0.3	-0.2
CC1CCCC(C)N1C(=O)COC(=O)c1ccccc1C(=O)c1ccccc1 (stereo not drawn)	-0.6	-2.5	-1.4
O=C(O)c1cccc(N2C(=O)C=CC2=O)c1	23.1	-5.7	-7.5
CCOc1ccc(NS(=O)(=O)c2cccs2)cc1S(=O)(=O)N1CCCC1	-1.8	-1.8	-4.0
O=C(Cc1cccc2ccccc12)NN=Cc1ccc2c(c1)CCC2	3.8	-13.7	-6.0
CNC(=S)N1CCC(C(=O)c2ccc(Cl)cc2)CC1	-0.2	0.6	-9.9
CCCc1c(C(=O)N/N=C/C2CC=CCC2)nnn1-c1nonc1N (stereo not drawn)	-1.0	-1.0	-0.5
CCOc1ccccc1NC(=O)c1ccc2c(O)c(S(=O)(=O)c3ccccc3)c(=O)[nH]c2c1	2.3	6.9	1.0
COC(=O)c1ccc(COC(=O)C2CCN(S(=O)(=O)c3c(C)cc(C)cc3C)CC2)o1	-2.2	-5.6	3.1
CC(=O)Nc1ccc(S(=O)(=O)N[C@@H](C)C(=O)OCC(=O)c2ccc(Br)s2)cc1	-0.9	-0.9	-1.5
O=S(=O)(NCCS(=O)(=O)N1CCN(c2ccc(F)cc2)CC1)c1ccc(F)cc1	-2.6	-6.0	-7.1
O=C(Cc1ccc([N+](=O)[O-])cc1)NCCS(=O)(=O)N1CCN(c2ccccc2)CC1	-3.6	-2.6	-5.2
COc1cccc(OCC(=O)NCCS(=O)(=O)N2CCN(c3ccccc3)CC2)c1	-6.3	-2.2	1.0
COc1ccccc1N(CC(=O)NCc1ccccc1)S(=O)(=O)c1cccs1	0.0	-1.5	9.6
O=c1[nH]c2ccc(Br)cc2c(=O)o1	1.0	-4.0	10.5
Cc1ccc(C)c(N2C(=O)c3ccc(C(=O)Nc4ccccn4)cc3C2=O)c1	-0.8	-3.5	3.3
CC(Sc1nnc(-c2ccccc2F)n1C)C(=O)Nc1ccc(N2CCOCC2)cc1 (stereo not drawn)	-5.0	0.7	-4.0
CCN(CC)CCN1CNC(=S)NC1	2.9	-3.6	-0.5
Cc1csc(N=Nc2ccc(N(C)C)cc2)[n+]1[O-]	44.4	18.9	-11.2
CCc1cccc(NC(=O)COC(=O)CSc2ccc(C)cc2)c1	-2.4	-8.0	-8.8
CCOC(=O)C(C#N)=C1CCC=C(C)C1	-1.7	-5.8	0.7
O=C(COc1ccc(Cl)cc1)N1CCN(S(=O)(=O)c2cc(F)ccc2F)CC1	-2.8	-3.9	4.1
Cc1ccc(C(=O)Nc2cccnc2)cc1C	0.1	-1.1	13.6
Cc1ccnc(NS(=O)(=O)c2ccc(NC(=O)c3cccc(Cl)c3)cc2)n1	-2.0	4.1	2.0
Cc1ccsc1C(=O)OCC(=O)NCc1cccs1	1.2	-0.3	-4.6
Cc1ccc(NC(=O)NC(=O)COC(=O)c2ccc(O)cc2O)c(C)c1	-3.1	0.7	-5.2
COc1cccc(-n2c(SCC(=O)NC3CC3)nc3ccccc3c2=O)c1	1.9	-2.4	-7.8
COCCCNC(=S)N1CCN(c2nc(-c3ccc(Cl)cc3)cs2)CC1	-2.3	-0.4	-3.3
COc1cccc(CNC(=O)c2ccc(S(=O)(=O)N3CCCCC3)cc2)c1	-1.7	-0.2	-1.9
CN(C)CCCN1c2ccc(O)cc2Sc2ccc(Cl)cc21	33.2	4.7	10.4
O=C(COC(=O)C1CC1)Nc1cccc(Cl)c1	1.5	-2.0	1.1
Cc1cc(NC(=O)COC(=O)COc2ccc(Cl)c(C)c2)no1	0.2	-3.5	9.2
Cc1ccc(C)c(OCC(=O)OCc2csc(CC(=O)Nc3ccccc3C)n2)c1	-1.3	-4.5	-9.7
Cc1cc(=O)c2c(N(C)C)cccc2[nH]1	23.0	-0.8	10.5
O=C(COC(=O)c1cccc(Br)c1)NC1CCCCCCC1	2.5	-7.1	5.5
O=C(NC(Sc1ccc(Cl)cc1)C(=O)O)c1ccccc1 (stereo not drawn)	-1.4	-7.3	1.6
CCOC(=O)c1c(-c2cc(OC)c(OC)c(OC)c2)csc1N	3.5	-6.4	-3.4
N#Cc1cccc(OC(=O)C2CCN(C(=O)c3ccc(F)cc3)CC2)c1	1.5	-5.0	6.7
O=C(Nc1nnc(-c2ccco2)o1)c1ccc(Br)s1	-15.9	-1.2	4.8
CN(C1CCCCC1)S(=O)(=O)c1ccc2c(c1)c(=O)c(C(=O)O)cn2C	2.1	1.8	-8.2
COCCNc1oc(/C=C/c2cccc(OC)c2)nc1S(=O)(=O)c1ccccc1	-0.7	-0.2	-2.3
Cc1cccc(CN2CCC(n3nccc3NC(=O)CCCc3ccccc3)CC2)c1	1.2	-3.4	-1.1
COc1ccc(C=C2SC(=S)N(CCCN3CCOCC3)C2=O)c(OC)c1	0.1	-0.6	2.2
Cc1cc(=O)c(C(=O)Nc2cccc(C(=O)NC3CC3)c2)nn1-c1ccccc1	-0.3	-2.5	-4.1
CN(Cc1ccccc1)C(=O)CCN1C(=O)c2cccc([N+](=O)[O-])c2C1=O	-2.3	-1.4	5.3
CC1Cc2ccccc2N1CC(=O)Nc1cc(S(=O)(=O)N2CCOCC2)ccc1Cl (stereo not drawn)	-1.3	-2.6	-4.3
Cc1ccc(N(Cc2ccccc2)C(=O)CSC(C)C(=O)Nc2cc(C)on2)cc1 (stereo not drawn)	-2.3	-4.0	-11.7
Remaining list, next part.
SMILES	NSD2 inh	DAGLB inhibitor	PKA-R2B act
Cc1ccc(S(=O)(=O)N2CCOCC2)cc1NC(=O)COC(=O)C1CCC1	-1.2	-0.2	-1.9
Cc1ccc2nc(N(CCN(C)C)C(=O)C3CCN(S(=O)(=O)c4cccs4)CC3)sc2c1	3.4	-3.7	6.4
CCOC(=O)c1c(NC(=S)SC)sc(C(=O)N2CCc3ccccc3C2)c1C	2.8	-15.1	-0.5
Cc1ccccc1NC(=O)CN1CCN(c2ccc(F)cc2)CC1	-3.8	2.6	-9.6
O=C(C#Cc1ccccc1)c1ccccc1	-1.9	-6.8	0.6
O=C(COc1ccccc1)Nc1c2c(nn1-c1ccc(F)cc1)CS(=O)C2 (stereo not drawn)	-7.2	-1.0	-11.6
CN(Cc1cnn(-c2ccccc2)c1)C(=O)c1ccc(S(=O)(=O)NCc2ccco2)cc1	-2.1	-3.3	7.1
CCOc1ccc(CNC(=O)C2CCN(S(=O)(=O)N3CCC(C)CC3)CC2)cc1OC	-0.7	3.0	1.9
O=C(CCN1CCN(Cc2ccccc2)CC1)NNC(=O)c1ccc(Cl)c(Cl)c1	0.9	0.0	-9.2
Cc1ccc(C(=O)Nc2ccccc2C(=O)N2CC(C)OC(C)C2)cc1 (stereo not drawn)	-1.5	-5.2	5.8
COC(=O)C1CCN(S(=O)(=O)CCNC(=O)c2ccccc2)CC1	-0.6	-2.2	13.0
COc1ccc(C(=O)NCC(=O)OCC(=O)c2c[nH]c3ccccc23)cc1	-0.6	-3.2	-4.3
CC(C)OCCCNC(=O)CN1C(=O)CSc2ccc(S(=O)(=O)N3CCOCC3)cc21	-1.3	0.4	4.9
Nc1nc(N=Nc2ccc(O)cc2)cc(=O)[nH]1	9.2	2.2	-5.7
N#CC1C(=O)NC(=O)C(C#N)C12CCCc1sccc12 (stereo not drawn)	-1.2	-4.5	-2.0

A different layout for part of the listing above:
Compound: O=C(COc1ccccc1)Nc1c2c(nn1-c1ccc(F)cc1)CS(=O)C2 (stereo not drawn)
  NSD2 inh: -7.2 | DAGLB inhibitor: -1.0 | PKA-R2B act: -11.6
Compound: COC(=O)C1CCN(S(=O)(=O)CCNC(=O)c2ccccc2)CC1
  NSD2 inh: -0.6 | DAGLB inhibitor: -2.2 | PKA-R2B act: 13.0
Compound: Nc1nc(N=Nc2ccc(O)cc2)cc(=O)[nH]1
  NSD2 inh: 9.2 | DAGLB inhibitor: 2.2 | PKA-R2B act: -5.7
Compound: O=C(CCN1CCN(Cc2ccccc2)CC1)NNC(=O)c1ccc(Cl)c(Cl)c1
  NSD2 inh: 0.9 | DAGLB inhibitor: 0.0 | PKA-R2B act: -9.2

The listing continues:
SMILES	NSD2 inh	DAGLB inhibitor	PKA-R2B act
O=C(Nc1ccc(Cc2ccc(NC(=O)Nc3cccnc3)cc2)cc1)Nc1cccnc1	1.0	1.6	5.9
COc1ccccc1OCC(=O)N/N=C(\C)c1ccc2ccccc2c1	16.1	1.9	8.0
N#Cc1cccc(C(Br)S(=O)(=O)c2ccccc2)c1 (stereo not drawn)	-0.4	-2.5	3.5
CC(C)[C@H](NC(=O)c1ccco1)C(=O)Nc1ccc(N2CCCCCC2)cc1	-0.9	-3.8	2.3
Nc1cc(N)nc(SCc2ccccc2Cl)n1	1.1	3.4	-9.5
O=C(C1CN(C(=O)c2cc3ccccc3o2)c2ccccc2O1)N1CCCCC1 (stereo not drawn)	0.1	-3.5	-11.6
O=c1[nH]c(=S)n2c(c1-c1ccccc1)OC(CBr)C2 (stereo not drawn)	0.3	0.7	-5.1
COc1ccc(CNC(=O)CCNC(=O)C2CCN(S(=O)(=O)c3ccc(OC)cc3)CC2)cc1	-2.1	-2.9	-2.5
Cc1cnc(C(=O)OCC(=O)c2cc(C)n(CCc3ccc(F)cc3)c2C)cn1	-0.9	0.3	6.0
O=[N+]([O-])c1ccc(C(S(=O)(=O)Cc2ccccc2)S(=O)(=O)Cc2ccccc2)cc1	1.5	-6.2	-13.6
Cc1ccccc1NC(=O)C(C)Sc1nnc(CN2CCCC2)n1Cc1ccccc1 (stereo not drawn)	0.6	-0.4	1.3
Cc1ccc(S(=O)(=O)NN=C2CCCc3ccccc32)cc1	-29.0	-7.4	-8.1
O=C(COC(=O)c1cccc(S(=O)(=O)N2CCCCC2)c1)NCc1cccc(Cl)c1	-1.5	-2.4	3.5
O=C(CSc1nc2ccccc2c(=O)n1-c1ccc(F)cc1F)NC1CC1	-1.7	1.8	-9.6
COc1ccc(C2CCc3cc4c(cc3C2=NOC(C)=O)OCO4)cc1OC (stereo not drawn)	58.2*	-1.4	-4.5
O=C(NCCc1ccccc1F)c1cc(COc2ccc(F)cc2F)on1	2.1	-2.7	-12.9
CCN(CC(=O)Nc1c(F)cccc1F)C(=O)CCCN1C(=O)c2ccccc2C1=O	-0.4	0.0	0.2
COc1ccc(NC(=O)CN(C)C(=O)c2ccc(S(=O)(=O)N3CCOCC3)cc2)cc1	0.7	2.9	1.4
Cc1ccccc1NS(=O)(=O)c1ccc(S(=O)(=O)N2CCCC2)cc1	-1.3	1.2	-2.9
CCc1cccc(CC)c1NC(=O)C(CC)Sc1nc2ccsc2c(=O)n1CCC(=O)O (stereo not drawn)	-0.4	-1.1	-4.3
O=C(CNC(=O)C12CC3CC(CC(C3)C1)C2)N1CCCC(C(F)(F)F)C1 (stereo not drawn)	-2.4	0.1	4.6
CSc1ccccc1NC(=O)CN(C)C(=O)CNC(=O)c1ccc(Oc2ccccc2)cc1	-1.6	-5.0	6.9
CC(C)Oc1ccc(S(=O)(=O)N2CCOCC2)cc1NC(=O)c1ccc(Cl)c(S(=O)(=O)N2CCOCC2)c1	-14.0	4.5	-4.2
CC12CCC3c4ccc(O)c([N+](=O)[O-])c4CCC3C1CCC2=O (stereo not drawn)	-1.6	-0.2	-1.2
Cc1ccc(N2C(=O)N(CC(=O)N3CCc4ccccc43)C(=O)C2C)cc1 (stereo not drawn)	0.6	-1.7	-16.4
Cc1ccc(S(=O)(=O)NN2CCCCCC2)cc1	16.7	-1.6	-0.3
O=C(Nc1ccccc1[N+](=O)[O-])OCC=Cc1ccccc1	4.8	-18.0	9.2

Record cards, as listed above. Values in the order: NSD2 inh, DAGLB inhibitor, PKA-R2B act
`Cc1ccccc1NS(=O)(=O)c1ccc(S(=O)(=O)N2CCCC2)cc1` as listed: -1.3, 1.2, -2.9
`O=C(Nc1ccccc1[N+](=O)[O-])OCC=Cc1ccccc1` as listed: 4.8, -18.0, 9.2
`CSc1ccccc1NC(=O)CN(C)C(=O)CNC(=O)c1ccc(Oc2ccccc2)cc1` as listed: -1.6, -5.0, 6.9
`Cc1ccc(N2C(=O)N(CC(=O)N3CCc4ccccc43)C(=O)C2C)cc1` (stereo not drawn) as listed: 0.6, -1.7, -16.4
`CC12CCC3c4ccc(O)c([N+](=O)[O-])c4CCC3C1CCC2=O` (stereo not drawn) as listed: -1.6, -0.2, -1.2

Screens (PubChem)
